12-LOX inh: ALOX12 (human) lipoxygenase inhibition | P18054 | purified 12hLO, xylenol orange hydroperoxide absorbance | Potency, µM (titrated, usually from 108 µM), inactives show at the top dose activity change, negative = inhibition, usual class: inhibitors | hit rate 1.1% among 580,000 | AID 1671190; active = well fitted inhibition curve with a large enough effect; inconclusive = small, poorly fitted or top-dose-only effect, or another doubt; inactive = no such curve, though single readings can be large or run the other way
Target sequence (P18054 whole entry, looked up): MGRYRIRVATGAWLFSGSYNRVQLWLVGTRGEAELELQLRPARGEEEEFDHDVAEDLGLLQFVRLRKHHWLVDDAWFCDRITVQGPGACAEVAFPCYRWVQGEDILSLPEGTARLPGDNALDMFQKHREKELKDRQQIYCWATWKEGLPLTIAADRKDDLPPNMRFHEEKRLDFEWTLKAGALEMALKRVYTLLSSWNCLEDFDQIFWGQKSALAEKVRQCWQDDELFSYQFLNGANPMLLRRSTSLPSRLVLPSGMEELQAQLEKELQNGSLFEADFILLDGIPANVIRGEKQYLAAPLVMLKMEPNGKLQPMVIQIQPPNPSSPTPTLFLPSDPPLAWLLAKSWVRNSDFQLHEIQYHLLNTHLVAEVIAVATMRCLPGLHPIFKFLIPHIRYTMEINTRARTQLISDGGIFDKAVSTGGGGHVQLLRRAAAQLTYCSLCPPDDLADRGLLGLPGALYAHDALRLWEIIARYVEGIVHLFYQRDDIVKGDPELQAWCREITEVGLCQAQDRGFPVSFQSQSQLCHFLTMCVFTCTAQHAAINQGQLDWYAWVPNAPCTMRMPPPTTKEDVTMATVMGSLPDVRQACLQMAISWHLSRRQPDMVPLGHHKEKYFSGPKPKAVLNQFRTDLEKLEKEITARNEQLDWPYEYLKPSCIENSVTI
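Purified human 12hLO at 150 nM in 25 mM Hepes, 0.01% Triton X-100, pH 7.0, preincubated 15 min at room temperature with compound. Reaction started with 40 uM arachidonic acid, 30 min at room temperature. Hydroperoxide measured by Fe-xylenol orange, 573/405 nm absorbance ratio.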
Numbers without * were called inactive; ? = inconclusive; [ ] = another dose, or the depositor's remark. % is scaled to controls: 0 for no effect and ±100 for the full control effect; potency is read from the fitted curve at half-maximal effect. Not all compounds are listed; rates above refer to the full screens.

SMILES	12-LOX inh
Cc1[nH]c2ccccc2c1C(=O)/C=C/c1ccc(F)c(F)c1	-41.6%
O=C(Nc1ccccc1)N1CCN(c2cnccn2)CC1	12.4%
Cc1cc(C)c2oc(C(=O)N3CCOC34CCN(C)CC4)cc(=O)c2c1	?
Cn1cnc(S(=O)(=O)N2CCOc3ccc(CN4CCc5ccccc5C4)cc3C2)c1	38.6%
CCc1ncc(-c2c(-c3ccccc3)ncn2CCNc2cccnc2)cn1	100.7%[activator]
COC[C@H]1CCCN1Cc1nc(C2(O)CCN(C3CCCC3)CC2)cs1	30.1%[176 µM]
C=CCNC(=O)c1cn2c(n1)CN(C(=O)c1ccccc1F)CC2	12.2%[6.33 µM]
Cc1ccc(-c2nnc(C3CN(C(=O)c4ccn[nH]4)CC34CCOCC4)o2)cc1 (stereo unspecified)	15.8%
Fc1cccc(-c2nc3c(N4CCOCC4)nccc3[nH]2)c1	-24.7%
COc1cccc([S+](=O)([O-])N2CCC3(CC2)C(=NC2CCCC2)NC(=O)N3c2cccnc2)c1	7.2%[6.33 µM]
CN1C(=O)C2(CCN(C(=O)C3CCCC3)CC2)c2ccccc21	33.8%[activator]
CC(O)CNc1nc2c(c(=O)n(C)c(=O)n2C)n1Cc1ccccc1 (stereo unspecified)	9.0%
CC1CCN(S(=O)(=O)N2CCCC(c3nncn3C)C2)CC1 (stereo unspecified)	-37.1%
Cc1ccc(/C=C(/C#N)C(=O)NC2CCCC2)cc1C	29.2%
O=C(c1cccnc1)N1CC[C@H](c2nnc(-c3cccnc3)o2)C1	15.1%[176 µM]
CCC1(C)NC(=O)N(NC(=O)c2nn(C)c(=O)c3ccccc23)C1=O (stereo unspecified)	?
Cc1oc2c(c1C(=O)NCCN1CCOCC1)CN(Cc1cccc(F)c1)CC2	?
Cn1c(CN2CCCCC2)nnc1C1CCCN(C(=O)c2cocn2)C1 (stereo unspecified)	33.3%[activator]
Cc1cc(=O)oc2cc(NC(=O)Cc3ccc(Cl)cc3Cl)ccc12	?
N#Cc1ccccc1CN1CCNc2nc(CNc3ccc(F)cc3)n(Cc3ccccc3)c2C1=O	67.2%[activator]
C=CCN(C)CC#Cc1ccc(OC)cc1	16.0%
O=C(c1cccc(Cl)c1)N1CCCC(Cn2cc(C(=O)N3CCCC3)nn2)C1 (stereo unspecified)	4.0%
C[N+]1(CC#Cc2ccc(C#CC[N+]3(C)CCCC3)cc2)CCCC1	?
CC(C)(C)C(=O)Oc1ccc2c(c1)O/C(=C\c1ccncc1)C2=O	-2.8%
CCCCCC/C(C)=N/NC(N)=S	?
SMILES	12-LOX inh
COc1ccc(/C=C2\Oc3cc(OS(=O)(=O)c4ccccc4)ccc3C2=O)c(OC)c1OC	-1.6%
Cc1[nH]ncc1CNC(=O)c1ccc(CC2CCN(S(C)(=O)=O)CC2)cc1	38.8%[activator]
COc1ccccc1C1CN(Cc2cccc(C)n2)Cc2ccccc2O1 (stereo unspecified)	?
COC[C@@H]1CN(S(=O)(=O)c2c(C)noc2C)C[C@H]1c1ccncc1	3.7%
CCc1ccc(/C=C(\C#N)C(=O)Nc2sc(C(=O)N(C)C)c(C)c2C#N)s1	-47.9%
COC(=O)C1=C(C)N(Cc2ccccc2C(F)(F)F)C(=NCc2cc(OC)c(OC)c(OC)c2)NC1CCc1ccccc1 (stereo unspecified)	-17.8%
Cc1c(CNC(=O)c2ccc(C3CCNC3)cc2)oc2ccccc12 (stereo unspecified)	29.1%
CCc1ccc(NC(=O)C2CCN(c3cc(C(F)(F)F)ncn3)CC2)cc1	23.8%
Cn1c(-c2cccc(C(F)(F)F)c2)cc2cnc(Nc3ccc(Oc4ccccc4)cc3)cc21	?
CCN(CC)S(=O)(=O)c1cccc(NC(=O)c2ccccc2OCc2cn3ccccc3n2)c1	-18.1%
O=Cc1c(-c2cc(Cl)ccc2Cl)[nH]c2ccccc12	?
COc1nccnc1NC1CCN(C(=O)COc2ccccc2C)CC1	62.6%[activator]
Cc1nc2cc(NC(=O)COc3ccccc3Cc3ccccc3)ccc2o1	-12.7%
COc1ccc(C(=O)NCc2nnc3ccc(-c4ccc(Cl)cc4)nn23)c(C)c1	10.5%
CC(C)N1CC(c2nc(-c3ccc4nc[nH]c4c3)no2)CC1=O (stereo unspecified)	46.4%[activator]
COCCN1C(=O)CC[C@]2(C(=O)NCCc3ccccc3)CCCC[C@@H]12	46.0%
Cc1noc([C@@H]2CC(F)(F)CN2S(=O)(=O)c2cn(C)cn2)n1	20.1%
COc1ccc(-c2cc(NC(=O)c3ccc4c(c3)NC(=O)CCS4)ccc2OC)cc1	-5.0%
Cc1nc(NCc2c(C)nn(C)c2Cl)sc1-c1ccn(CC2COc3ccccc3O2)n1 (stereo unspecified)	?
Cc1c(C(=O)O)sc2ccccc12	-16.6%
O/N=C/c1ccccc1Cl	?
Cc1ccc(C(=O)N2CCc3nc(OCC4CC4)ccc3C2)cn1	37.8%[activator]
COc1ccccc1CNc1ncncc1-c1nc(-c2ccccc2)no1	12.0%
CN(CC(=O)Nc1cccc2ccccc12)C(=O)CSc1nccn1-c1cccc(F)c1	?
COCCn1c(C)cnc1CCNS(=O)(=O)c1cc(OC)ccc1OC	5.0%
SMILES	12-LOX inh
OC[C@@H]1CN(C2CCCCC2)C[C@H]1c1nc(-c2ccncc2)no1	44.9%[activator]
CC(=O)N1CCC(n2nccc2NC(=O)c2ccc3c(c2)OCO3)CC1	36.6%[activator]
O=C(CCN1CCCC1=O)NC1CCCN(CCCc2ccccc2)C1 (stereo unspecified)	-5.6%
c1ccc2c(CN3CCN(Cc4c[nH]c5ccccc45)CC3)c[nH]c2c1	?
CC(C)N1CCN(C2CCOC3(CCN(C(=O)Nc4ccccc4)CC3)C2)CC1 (stereo unspecified)	-14.8%
O=[N+]([O-])c1ccc(/C=C2/CCCC3C2=NN(c2ccc([N+](=O)[O-])cc2)C3c2ccc([N+](=O)[O-])cc2)cc1 (stereo unspecified)	?
c1ccc2sc(SCC34CC5CC(CC(C5)C3)C4)nc2c1	-1.5%
Cc1nc(CCNC(=O)[C@H]2CNC[C@H](C(=O)N3CCOCC3)C2)sc1Cl	28.0%
Cc1ccsc1C(=O)N1CCCn2cc(-c3cccc(C#N)c3)nc21	59.8%[activator]
COc1cccc([S+](=O)([O-])N2CC3ON=C(C(=O)O)C3C2)c1 (stereo unspecified)	5.2%[6.33 µM]
CN(C)C(CNC(=O)Cc1n[nH]c(=O)c2ccccc12)Cc1ccccc1 (stereo unspecified)	63.5%[activator]
O=C([C@@H]1C[C@H](F)CN1S(=O)(=O)c1ccc(F)c(Cl)c1)N1CCCCC1	-17.4%
Cc1ccc(C)c(C(=O)Nc2ccc3oc(C)nc3c2)c1	?
CCCN1CCCC2(CCN(S(=O)(=O)c3cccc(OC)c3)C2)C1=O (stereo unspecified)	17.5%
CC1CCCN(c2nnc(NC(=O)Nc3ccc4c(c3)OCCO4)s2)C1 (stereo unspecified)	-10.8%
CCCCNC(=S)NCCc1c(C)[nH]c2ccc(C)cc12	?
CCN(CC)Cc1ccc2c(c1)CN(C(=O)N(CC)CC)CCO2	15.1%
O=C(c1ccco1)N1CCC2(CC1)CN(c1cccc(-c3ccccc3)c1)C2	-3.5%[57.4 µM]
Cc1c(S(=O)(=O)c2ccccc2)c(NC(=O)C(C)C)n(C(C)C)c1C	-4.7%
O=C(c1cc2ccccc2[nH]1)N1CCN(C(=O)C2CC2)CC1	4.4%
CCN(CC)S(=O)(=O)c1ccc(-c2csc(-c3ccccc3OC)n2)cc1	9.5%
O=C(N[C@@H]1CN(Cc2c[nH]c3ccccc23)C[C@H]1CO)c1ccccc1	?
O=C(NC(c1cccnc1)C(F)(F)F)c1cnn(-c2nccc(-c3cccs3)n2)c1C1CC1 (stereo unspecified)	8.8%
CN(C)CCOc1ccccc1-c1ccc(C#N)cc1	4.9%
C[C@H](O)[C@@H]1C(=O)N2CCc3c([nH]c4c(-c5ccc6c(c5)OCO6)cccc34)[C@@H]2C[C@@H]1N(C)C(=O)NC1CCCCC1	-3.3%

The final 2 records of the part before open the next one:
SMILES	12-LOX inh
CN(C)CCOc1ccccc1-c1ccc(C#N)cc1	4.9%
C[C@H](O)[C@@H]1C(=O)N2CCc3c([nH]c4c(-c5ccc6c(c5)OCO6)cccc34)[C@@H]2C[C@@H]1N(C)C(=O)NC1CCCCC1	-3.3%
Cc1cc2nc(-c3cccc(Br)c3)c(Cc3ccsc3)n2c(C)c1Br	-9.5%
Cc1nc(CN2CCOC3(CCN([S+](=O)([O-])c4ccccc4C)CC3)C2=O)cs1	?
COc1ncc(-c2ccc3nccc(-c4ccnnc4)c3c2)cc1NS(=O)(=O)c1ccc(F)cc1F	-12.3%[57.4 µM]
CC(O)c1cc2n(n1)CCN(C(=O)Cc1cc3c(cc1Cl)OCCO3)C2 (stereo unspecified)	31.2%[activator]
O=C(CCOc1ccccc1)N[C@@H]1CCNC[C@H]1O	12.6%
FC(F)(F)c1ccc(N2C3CCC2CN(CC2CCCC2)C3)cc1	?
COc1ccc2cc(C3CC=C(COC(C)=O)CN3S(=O)(=O)c3ccccc3[N+](=O)[O-])n(C(=O)OC(C)(C)C)c2c1 (stereo unspecified)	5.6%
CCc1ccc(C(=O)N2CCC(N3C(=O)CCC3C(=O)NC(C)C)CC2)cc1 (stereo unspecified)	37.9%[activator]
O=C1[C@@H]2C[C@@H](CN2CC2CC2)Oc2ccccc2N1Cc1ccc(OC(F)(F)F)cc1	80.0%[activator][176 µM]
CNC(=O)CCC[C@@H]1[C@H]2CCCN3CCC[C@@H](CN1C(=O)C1CCCCC1)[C@@H]23	42.9%[activator]
CC(C)Cn1nc(C(=O)Nc2ccc3nc(N4CCOCC4)sc3c2)c2ccccc2c1=O	-20.9%
COC(=O)c1ccccc1	2.2%
CC(=O)c1cccc(NC(=O)c2cnc(-c3ccccc3)nc2-c2ccncc2)c1	40.1%[activator]
COc1ccccc1C(=O)N1CCCC(n2cc(-c3nc(-c4ccccc4)no3)nn2)C1 (stereo unspecified)	4.0%
O=C(Cc1ccc(F)cc1)NCCc1cnc(-c2ccccc2)[nH]1	-5.6%
C[C@@H](NC(=O)c1ccccn1)c1onc(-c2ccc(F)cc2)c1C(=O)O	57.1%[activator][176 µM]
CCN(CC)S(=O)(=O)c1cc(NC(=O)C2CCCN(C(=O)c3ccc(F)cc3)C2)ccc1C (stereo unspecified)	?
COCC1CN(C(C)=O)CC12CCN(C(=O)CN1CCCCCC1)CC2 (stereo unspecified)	6.2%
COc1ccc(-c2cc(C(=O)OCC3CCCO3)c3ccccc3n2)cc1OC (stereo unspecified)	?
CCOc1cccc(C(=O)Nc2cccc(C(F)(F)C(F)(F)OC(F)(F)C(F)(F)C(F)(F)OC(F)(F)F)c2)c1	-21.0%
COc1cc(N2CCC(CO)(Cc3ccccc3C(F)(F)F)CC2)ncn1	71.7%[activator]
O=C(NCc1ccc(F)cc1)C1CN(c2ccc(Cl)cc2)C(=O)N1 (stereo unspecified)	37.9%[activator]
CC1(C)CC(NC(=O)CCc2ccccc2)CC(C)(CNC(=O)CCc2ccccc2)C1 (stereo unspecified)	22.6%
O=C(c1ccccc1)N1CC2(CCCN2CC2CC2)Cc2ccccc21 (stereo unspecified)	-0.3%[6.33 µM]
CC(C)CC(=O)N1CCCC(c2nc(-c3cccnc3)no2)CCNC(=O)CC1 (stereo unspecified)	-1.4%
SMILES	12-LOX inh
CCc1ccc(/C=C/C(=O)c2ccc(O)cc2)cc1	-0.4%
COc1cc(/C=C/C(=O)c2ccc(C(=O)O)s2)cc(OC)c1	?
Cc1cccc2c(=O)n(CC(=O)Nc3ccc4oc(C(C)(C)C)nc4c3)cnc12	36.4%
CCN(CC)C(=O)N1CCCC(Cc2ncc(C)n2Cc2ccc(F)cc2)C1 (stereo unspecified)	17.5%
COc1ccc(CNC(=O)[C@@H](Cc2ccccc2)NC(=O)[C@H]2O[C@@H](n3ccc(=O)[nH]c3=O)[C@H](O)[C@@H]2O)cc1	3.0%
COc1ccc(-c2noc(-c3nnn4c3COC(c3ccc(Cl)cc3)C4)n2)c(OC)c1 (stereo unspecified)	-3.9%
O=C(Nc1cccc2ncccc12)C1CCCN(S(=O)(=O)c2ccc(Br)cc2)C1 (stereo unspecified)	0.5%
CCCCC(=O)Nc1ccc(NC(=O)CCCN2CCCC2=O)cc1	-4.4%
O=C(Nc1ccc(Cl)cc1)c1cccc(S(=O)(=O)C2CCS(=O)(=O)C2)c1 (stereo unspecified)	-8.5%
C1CCC(CC2CCCN2)CC1 (stereo unspecified)	3.7%
COc1cccc(Cn2c(=O)c(CCc3ccccc3)nc3cncnc32)c1	0.0%

Gathered by group: those above with a Cl atom
SMILES	12-LOX inh
Cc1cc(=O)oc2cc(NC(=O)Cc3ccc(Cl)cc3Cl)ccc12	?
O=C(c1cccc(Cl)c1)N1CCCC(Cn2cc(C(=O)N3CCCC3)nn2)C1 (stereo unspecified)	4.0%
O=Cc1c(-c2cc(Cl)ccc2Cl)[nH]c2ccccc12	?
COc1ccc(C(=O)NCc2nnc3ccc(-c4ccc(Cl)cc4)nn23)c(C)c1	10.5%
Cc1nc(NCc2c(C)nn(C)c2Cl)sc1-c1ccn(CC2COc3ccccc3O2)n1 (stereo unspecified)	?
O/N=C/c1ccccc1Cl	?
Cc1nc(CCNC(=O)[C@H]2CNC[C@H](C(=O)N3CCOCC3)C2)sc1Cl	28.0%
O=C([C@@H]1C[C@H](F)CN1S(=O)(=O)c1ccc(F)c(Cl)c1)N1CCCCC1	-17.4%
CC(O)c1cc2n(n1)CCN(C(=O)Cc1cc3c(cc1Cl)OCCO3)C2 (stereo unspecified)	31.2%[activator]
O=C(NCc1ccc(F)cc1)C1CN(c2ccc(Cl)cc2)C(=O)N1 (stereo unspecified)	37.9%[activator]
COc1ccc(-c2noc(-c3nnn4c3COC(c3ccc(Cl)cc3)C4)n2)c(OC)c1 (stereo unspecified)	-3.9%
O=C(Nc1ccc(Cl)cc1)c1cccc(S(=O)(=O)C2CCS(=O)(=O)C2)c1 (stereo unspecified)	-8.5%

Bioassay records deposited in PubChem BioAssay by National Center for Advancing Translational Sciences (NCATS).
